Screens as filed in PubChem.
HePTP inhibitor: inhibitors of human HePTP phosphatase, primary screen, biochemical, absorbance, leukemia target | Tyrosine-protein phosphatase non-receptor type 7 (Homo sapiens), P35236 | recombinant HePTP phosphatase activity, OD absorbance | inhibition, % at 20 µM | 0.64% of 110,000 active | AID 521, 2006; in the data active means inhibition above about 50%;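 further: plate controls were vehicle for no effect and reference inhibitor for full effect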
Target sequence (P35236 whole entry, looked up): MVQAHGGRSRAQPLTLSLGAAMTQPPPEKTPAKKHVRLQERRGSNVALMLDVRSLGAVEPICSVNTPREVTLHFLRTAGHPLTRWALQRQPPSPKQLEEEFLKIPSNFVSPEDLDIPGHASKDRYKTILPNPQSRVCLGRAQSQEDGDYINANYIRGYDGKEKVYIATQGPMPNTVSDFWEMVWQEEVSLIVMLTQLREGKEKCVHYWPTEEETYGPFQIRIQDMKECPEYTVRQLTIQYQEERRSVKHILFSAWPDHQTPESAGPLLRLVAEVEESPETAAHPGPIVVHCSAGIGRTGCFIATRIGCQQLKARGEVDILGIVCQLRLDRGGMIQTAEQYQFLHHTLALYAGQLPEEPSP
BAP1 block: inhibitors of BAP1 deubiquitinase, primary screen, biochemical, Ub-AMC fluorescence, kinetic; Ubiquitin carboxyl-terminal hydrolase BAP1 (Homo sapiens), Q92560; recombinant BAP1, Ub-AMC hydrolysis fluorescence kinetic; stronger effect = lower value; activity remaining (% of control), % at 20 µM; 0.48% of 72,000 active;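 active means activity remaining at or below 50% of control, provided the compound also passes the data quality filters; inactive means the rest, including low values that fail the filters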;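 further: 100% = DMSO wells rate and 0% = substrate alone blank rate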
Target sequence (Q92560 whole entry, looked up): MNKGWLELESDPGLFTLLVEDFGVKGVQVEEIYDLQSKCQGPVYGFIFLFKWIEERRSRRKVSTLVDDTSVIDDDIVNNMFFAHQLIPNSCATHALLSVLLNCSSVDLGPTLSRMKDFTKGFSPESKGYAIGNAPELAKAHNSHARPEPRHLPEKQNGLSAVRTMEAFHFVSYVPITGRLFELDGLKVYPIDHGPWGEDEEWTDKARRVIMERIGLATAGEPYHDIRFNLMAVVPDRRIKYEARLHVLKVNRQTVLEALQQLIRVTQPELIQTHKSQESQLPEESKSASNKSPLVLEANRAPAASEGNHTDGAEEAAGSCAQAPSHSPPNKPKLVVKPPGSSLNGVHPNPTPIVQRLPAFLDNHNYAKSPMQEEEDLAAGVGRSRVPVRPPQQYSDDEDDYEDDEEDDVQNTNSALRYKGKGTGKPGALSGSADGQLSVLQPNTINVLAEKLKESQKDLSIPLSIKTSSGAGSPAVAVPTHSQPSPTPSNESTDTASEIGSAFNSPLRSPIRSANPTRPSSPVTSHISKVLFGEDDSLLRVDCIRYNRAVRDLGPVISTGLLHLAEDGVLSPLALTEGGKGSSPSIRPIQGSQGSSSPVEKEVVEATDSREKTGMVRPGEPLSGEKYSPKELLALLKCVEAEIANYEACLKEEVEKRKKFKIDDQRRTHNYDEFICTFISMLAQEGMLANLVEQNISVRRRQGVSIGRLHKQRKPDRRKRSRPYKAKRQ
* hit, by the source's call; nt = no result given; & = joins results of further samples.

| HePTP inhibitor | BAP1 block | canonical_smiles |
| --- | --- | --- |
| -4.1 | 180.9 | COc1ccc(OC)c(NC(=O)CCN2CCCCC2)c1 |
| 9.4 | nt | COc1cc(-c2nc3ccccn3c2/N=C/c2ccccc2)ccc1O |
| nt | 105.6 | C=CCCC(C)(O)C#CCN1CCCCC1 (stereo unspecified) |
| -1.2 | 80.3 | CCc1ccc(C2CC(c3ccccc3C)n3nc(N)nc3N2)cc1 (stereo unspecified) |
| -2.4 | 94.9 | N#CC[n+]1cc(-c2ccc(Cl)cc2)n2c1CCC2 |
| 8.4 | 85.9 | CCCCNC(=O)OC1CCS(=O)(=O)C1 (stereo unspecified) |
| 4.1 | 97.5 | Cn1cc(SCC(=O)N2CCN(c3ccccc3)CC2)c2ccccc21 |
| 9.7 | nt | COc1ccc(CCC(=O)NCc2ccc(Cl)c(Cl)c2)cc1 |
| -11.6 | nt | COC(=O)C1=C(C)N=c2s/c(=C/c3ccc(Cl)cc3)c(=O)n2C1c1ccccc1 (stereo unspecified) |
| 2.7 | 95.9 | Cn1c(=O)c2cc(S(=O)(=O)NC(C(=O)N3CCCCCC3)c3ccccc3)ccc2n(C)c1=O (stereo unspecified) |
| 3.5 | 111.3 | CCn1c(SCCOc2ccc(OC)cc2)nnc1C(CO)NC(=O)c1ccc(OC)cc1 (stereo unspecified) |
| -8.9 | nt | CCOC(=O)C1=C(C)NC2=C(C(=O)CC(C)(C)C2)C1c1ccc(OCc2ccc(C)cc2)c(OC)c1 (stereo unspecified) |
| 5.3 | 89.8 | Cc1nc2ccccc2n2c(O)c(CC(=O)O)cc12 |
| 4.7 | nt | CCOc1cc(C2C3=C(CC(C)(C)CC3=O)Nc3ccccc3N2C(=O)c2ccccc2)ccc1O (stereo unspecified) |
| nt | 136.0 | c1cncc(-c2cc(-c3ccncc3)nc3ccc4ccccc4c23)c1 |

In the list so far, these have nitrogen in an aromatic ring:
| HePTP inhibitor | BAP1 block | canonical_smiles |
| --- | --- | --- |
| 9.4 | nt | COc1cc(-c2nc3ccccn3c2/N=C/c2ccccc2)ccc1O |
| -1.2 | 80.3 | CCc1ccc(C2CC(c3ccccc3C)n3nc(N)nc3N2)cc1 (stereo unspecified) |
| -2.4 | 94.9 | N#CC[n+]1cc(-c2ccc(Cl)cc2)n2c1CCC2 |
| 4.1 | 97.5 | Cn1cc(SCC(=O)N2CCN(c3ccccc3)CC2)c2ccccc21 |
| -11.6 | nt | COC(=O)C1=C(C)N=c2s/c(=C/c3ccc(Cl)cc3)c(=O)n2C1c1ccccc1 (stereo unspecified) |
| 2.7 | 95.9 | Cn1c(=O)c2cc(S(=O)(=O)NC(C(=O)N3CCCCCC3)c3ccccc3)ccc2n(C)c1=O (stereo unspecified) |
| 3.5 | 111.3 | CCn1c(SCCOc2ccc(OC)cc2)nnc1C(CO)NC(=O)c1ccc(OC)cc1 (stereo unspecified) |
| 5.3 | 89.8 | Cc1nc2ccccc2n2c(O)c(CC(=O)O)cc12 |
| nt | 136.0 | c1cncc(-c2cc(-c3ccncc3)nc3ccc4ccccc4c23)c1 |

Additional entries.
| HePTP inhibitor | BAP1 block | canonical_smiles |
| --- | --- | --- |
| 4.8 | 101.4 | COc1cccc(CC(C(=O)Nc2cc(C)ccc2C)c2nn[nH]n2)c1OC (stereo unspecified) |
| 0.8 | 67.8 | COC(=O)CCN(C1CCCCC1)S(=O)(=O)c1ccc(S(=O)(=O)N2CCCCC2)cc1 |
| 1.6 | 88.8 | O=C1c2ccccc2C(=O)N1CCCCn1c(=O)oc2ccccc21 |
| 3.0 | 103.6 | CC1=C(Sc2ccccn2)C(=O)NC(C)(C)C1 |
| -2.0 | 102.7 | O=CNCC(=O)NC1CCCCCC1 |
| -14.2 | nt | O=S(c1ccc2ccccc2c1)N1CCOCC1 (stereo unspecified) |
| 11.8 | nt | COc1ccccc1/C=N/NC(=O)c1cc(-c2ccc3ccccc3c2)n[nH]1 |
| 102.8* | nt | O=C(O)c1cccc(N2C(=O)c3ccc4c5c(ccc(c35)C2=O)CC4)c1 |
| -0.9 | 101.6 | CCN(CC)S(=O)(=O)c1ccc(Cl)c(C(=O)NC2CCCC2)c1 |
| -0.2 | 97.3 | O=C(C1CCN(Cc2ccc(OCc3ccccc3)cc2)CC1)N1CCCC1 |
| 9.2 | 99.3 | COc1ccccc1NC(=O)Cn1cnc2c(cnn2-c2ccc(C)c(C)c2)c1=O |
| -2.5 | 92.7 | CCSc1nc2ccccc2n1CC(=O)N1CCCCC1 |
| 14.6 | 103.4 | Cn1c(C(=O)NCC2CCCO2)cc2c(=O)n(C)c3ccccc3c21 (stereo unspecified) |
| 8.3 | 84.8 | O=c1oc2ccccc2c(O)c1CN1CCCCC1 |
| -14.1 | nt | O=C(N=Nc1c(O)n(CN2CCCCCC2)c2ccc(Br)cc12)c1cccnc1 |
| 7.8 | 132.6 | CC1CCN(S(=O)(=O)c2ccc3c(c2)c(=O)c(C(=O)NC2CCCC2)cn3C)CC1 |
| 4.7 | nt | CCCC1CCc2nc3ccccc3c(C(=O)O)c2C1 (stereo unspecified) |
| -6.0 | nt | CC(C)(C)C1CCC2(CC1)C(C#N)=C(SCC(=O)Nc1ccccc1)NC(=O)C2C#N (stereo unspecified) |
| -3.3 | nt | O=C(CSC1=NCCS1)n1c2ccccc2c2ccccc21 |
| 11.7 | nt | COC(=O)c1ccc(C(=O)OC)c(NC(=O)C(C)(C)C)c1 |
| 5.8 | 86.4 | Cc1ccc2c(c1)cc(CN(Cc1ccc3c(c1)OCO3)C(=O)c1cnccn1)c1nnnn12 |
| nt | 175.3 | COC(=O)c1sc(-c2ccccc2)cc1NC(=O)c1ccc(S(=O)(=O)N2CCc3ccccc3C2)cc1 |
| 10.6 | 86.3 | CCOC(=O)CCCCC(=O)c1[nH]c(=O)[nH]c1Cn1ccnc1 |
| -2.3 | nt | O=[N+]([O-])c1cccc(Nc2ccccc2)c1 |
| 8.1 | 92.8 | O=C(Cn1nc(Cc2cccnc2)c2ccccc2c1=O)NCC1CCCO1 (stereo unspecified) |
| 4.3 | 91.7 | CCn1c(SCC(=O)O)nnc1C1CCCCC1 |
| 6.1 | nt | NC(=O)C1CCN(C(=O)c2ccccc2NC(=O)c2ccccc2Br)CC1 |
| -2.7 | nt | O=[N+]([O-])c1ccc(CSc2nnnn2-c2ccccc2)cc1 |
| -5.9 | 89.5 | Cc1ccc(S(=O)(=O)Cc2ccc(C(=O)N3CCCC3)o2)cc1 |
| 6.1 | 51.0 | CCOC(=O)c1ccc(CNC(=O)c2n[nH]c(=O)c3ccccc23)o1 |
| 8.7 | 108.7 | Cc1noc(C)c1CSc1nnc2cc(C)c3ccccc3n12 |
| -10.8 | 88.2 | CC(C)OC(=O)Nc1ccc(Oc2c(F)c(F)c(F)c(F)c2F)cc1 |
| 4.2 | 103.9 | COc1cccc(C(=O)NC2=NCCS2)c1 |
| -19.2 | nt | Cc1ccccc1/C(N)=N/OC(=O)c1ccc(C)c([N+](=O)[O-])c1 |
| -1.1 | nt | CC(C)C(=O)Nc1cccc(-c2nc3cc(Cl)cc(Cl)c3o2)c1 |
| 3.6 | nt | CCCc1nc(N2CCCC2)c(C#N)c2c1CCCC2 |
| 2.3 | 137.9 | CCOC(=O)C1CCCN(C(=O)c2c(-c3ccccc3Cl)noc2C)C1 (stereo unspecified) |
| 6.0 | nt | O=C(Cc1ccccc1)N1N=C(c2ccc(Cl)cc2)CC1(O)C(F)(F)F (stereo unspecified) |
| 7.1 | nt | CCn1cc(/C=C2/C(=O)NN(c3ccccc3)C2=O)c2ccccc21 |
| -11.0 | 94.8 | COc1ccc(CCN2CC(O)=C(c3nc4ccccc4c(=O)[nH]3)C2=N)cc1OC |
| -11.2 | nt | O=C1CC(N2CCN(Cc3ccc4c(c3)OCO4)CC2)C(=O)N1Cc1ccc(N2CCCC2=O)cc1 (stereo unspecified) |
| 0.4 | 99.8 | CCS(=O)(=O)N1CCCC(C(=O)NCCCN2CCCC2=O)C1 (stereo unspecified) |
| 6.1 | nt | O=C(NC(=S)NC1CCSC1=O)c1ccc(Cl)cc1Cl (stereo unspecified) |
| nt | 215.6 | O=C(NCc1ccc(F)cc1)C(Sc1ccccc1)c1ccccc1 (stereo unspecified) |
| -5.3 | nt | O=C1N=C(N2CCOCC2)S/C1=C\c1cccc(O)c1 |

Overlap with the part before: four compounds, followed by the next part.
| HePTP inhibitor | BAP1 block | canonical_smiles |
| --- | --- | --- |
| 0.4 | 99.8 | CCS(=O)(=O)N1CCCC(C(=O)NCCCN2CCCC2=O)C1 (stereo unspecified) |
| 6.1 | nt | O=C(NC(=S)NC1CCSC1=O)c1ccc(Cl)cc1Cl (stereo unspecified) |
| nt | 215.6 | O=C(NCc1ccc(F)cc1)C(Sc1ccccc1)c1ccccc1 (stereo unspecified) |
| -5.3 | nt | O=C1N=C(N2CCOCC2)S/C1=C\c1cccc(O)c1 |
| 5.9 | 84.5 | N#Cc1sc2nc3c(c(-c4cccnc4)c2c1N)CCC3 |
| 5.5 | 101.9 | COc1cc(C(=O)NC2CCN(Cc3nnnn3Cc3cccs3)CC2)cc(OC)c1OC |
| -4.8 | nt | COc1cc(C2C3C(=O)N(c4ccccc4C(F)(F)F)C(=O)C3ON2c2ccccc2)ccc1O (stereo unspecified) |
| 7.3 | nt | COc1ccc(CCNC(=O)CN(c2cccc([N+](=O)[O-])c2)S(=O)(=O)c2ccccc2)cc1OC |
| 1.9 | 41.5* | N#Cc1c(/N=C/N2CCCC2)oc(-c2ccccc2)c1-c1ccccc1 |
| 8.9 | nt | CC(=Nc1ccc(C)cc1)c1c(O)n(C)c(=O)n(C)c1=O |
| 4.7 | nt | N#CCc1ccc(NC(=O)c2cc(Cl)cc(Cl)c2O)cc1 |
| -4.3&-16.2 | 108.5 | COC(=O)CCC(=O)Nc1cccc(Br)c1 |
| 5.2 | nt | CCc1ccccc1NC(=O)c1c(NC(=O)c2ccco2)sc2c1CCCC2 |
| -12.9 | nt | Cc1ccc(-c2nc3ccccc3o2)cc1NC(=S)NC(=O)c1ccco1 |
| 7.3 | 95.8 | Cc1nc(NCc2ccco2)c2oc3ccccc3c2n1 |
| -2.2 | nt | Cc1cc(C)cc(NC(=O)c2sc3ccccc3c2Cl)c1 |
| 10.1 | 73.6 | COc1ccccc1NS(=O)(=O)c1ccc(NC(C)=O)cc1 |
| -0.4 | nt | Cc1ccc2nc(NC(=O)CSc3nc(C)cc(=O)[nH]3)sc2c1 |
| -3.1 | 82.0 | C=CCn1c(SCC(=O)NCc2ccc3c(c2)OCO3)nnc1C1COc2ccccc2O1 (stereo unspecified) |
| 0.8 | 108.4 | CCOC(=O)CSc1nnc(N)s1 |
| 1.3 | nt | Cc1nnc(SCC(=O)Nc2ccc3c(c2)OCO3)o1 |
| -8.7 | 108.8 | COc1ccccc1N1CCN(CCOc2c(OC)cccc2OC)CC1 |
| 5.3 | 84.6 | O=C1CCC(=O)N1OCCCCOc1ccccc1 |
| 2.9 | nt | CC(C)COc1ccc2[nH]c3c(c2c1)CCC/C3=N\N |
| nt | 84.9 | O=C(O)c1ccc(NS(=O)(=O)c2cc(C(=O)Nc3ccccc3)ccc2Cl)cc1 |
| 1.4 | 97.8 | CCOC(=O)N1CCC(N2C(=O)c3ccccc3C2Nc2cc(Cl)c(OC)cc2OC)CC1 (stereo unspecified) |
| 5.4 | 90.7 | Cc1cc(=O)[nH]c2c1cnn2Cc1ccccc1 |
| -5.8 | 89.4 | CC(=O)c1cccc(NC(=O)c2cc(C(C)C)on2)c1 |
| 0.0 | nt | CCOc1ccccc1Oc1c(C)oc2c(CN3CCN(C)CC3)c(O)ccc2c1=O |
| 6.6 | 78.3 | CCCCC(NC(C)=O)c1nc2ccccc2n1CCC (stereo unspecified) |
| -2.6 | nt | Cc1oc2ccccc2c1/C=N/n1cnc2sc3c(c2c1=O)CCCC3 |
| 3.1 | nt | CCc1ccccc1NC(=O)CN(c1ccc(C(C)C)cc1)S(=O)(=O)c1ccccc1 |
| 9.0 | 100.3 | CC(C)(O)c1nnn(-c2ccccc2)c1C(F)(F)F |
| 8.3 | nt | C1=C=CC(OCCOc2ccc(/C=N/n3cnnc3)cc2)=CC=1 |
| -1.6 | 110.8 | Cc1cc(C)nc(NC(=O)c2c(-c3c(Cl)cccc3Cl)noc2C)n1 |
| -3.0 | 81.5 | O=S(=O)(Cc1ccc(Cl)cc1)N1CCCC1 |
| 13.6 | nt | COc1cc2cc(C(N)=O)c(N)nc2cc1OC |
| -13.3 | nt | O=C(Nc1ccc(NC(=O)c2cccc(F)c2)cc1)c1ccc(Br)cc1 |
| -1.9 | nt | CC1=C(C)CC2C(=O)N(c3ccc(N4CCCCC4)cc3)C(=O)C2C1 (stereo unspecified) |
| 4.6 | 77.1 | CCOc1ccc(OCC)c(C2C(C#N)=C(N)N(c3cccnc3)C3=C2C(=O)CC(C)(C)C3)c1 (stereo unspecified) |
| 4.1 | 159.9 | CC(=O)Nc1cc2c(cc1Br)OCCO2 |
| -3.7 | nt | NS(=O)(=O)c1ccc(CCNC2CC(=O)N(c3ccc(I)cc3)C2=O)cc1 (stereo unspecified) |
| 4.8 | 102.5 | CN(C)C(=O)N1CCC(C(=O)NCc2ccc(F)cc2)CC1 |
| -8.8 | nt | O=C1/C(=C\c2ccc(-c3ccc([N+](=O)[O-])cc3Br)o2)SC(=S)N1c1ccccc1 |

One compound at a time, as listed above:
Entry for COc1ccc(CCNC(=O)CN(c2cccc([N+](=O)[O-])c2)S(=O)(=O)c2ccccc2)cc1OC = HePTP inhibitor: 7.3; BAP1 block: nt
Entry for COc1cc(C(=O)NC2CCN(Cc3nnnn3Cc3cccs3)CC2)cc(OC)c1OC = HePTP inhibitor: 5.5; BAP1 block: 101.9

A few values from the results shown.
Cc1noc(C)c1CSc1nnc2cc(C)c3ccccc3n12 in BAP1 block → 108.7
COc1cc(-c2nc3ccccn3c2/N=C/c2ccccc2)ccc1O in HePTP inhibitor → 9.4
Cn1cc(SCC(=O)N2CCN(c3ccccc3)CC2)c2ccccc21 in BAP1 block → 97.5
